NR3A LBD binder: modulators (binders) of human NR3A ligand-binding domain | NR3A LBD differential scanning fluorimetry, Tm shift; 0% = protein alone, 100% = glycine-bound protein | Tm shift relative to glycine control, % at 25 µM | 2.5% of 340,000 active;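 active = melting temperature shift of at least 10% of the positive control shift, at one fixed dose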
CCR6 antag: antagonists of human CCR6 receptor; P51684; CHO-K1 CCR6 PathHunter beta-arrestin, luminescence, CCL20-stimulated; inhibition, % at 20 µM; 0.49% of 340,000 active; AID 493098;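 active = compounds whose inhibition of the agonist-driven luminescence signal at 20 µM reaches about 50%, limit read from the data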;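 also: cells stimulated with CCL20 at 14 nM final; plate controls were DMSO with CCL20 for no effect and DMSO without agonist for full effect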
Target sequence (P51684 whole entry, looked up): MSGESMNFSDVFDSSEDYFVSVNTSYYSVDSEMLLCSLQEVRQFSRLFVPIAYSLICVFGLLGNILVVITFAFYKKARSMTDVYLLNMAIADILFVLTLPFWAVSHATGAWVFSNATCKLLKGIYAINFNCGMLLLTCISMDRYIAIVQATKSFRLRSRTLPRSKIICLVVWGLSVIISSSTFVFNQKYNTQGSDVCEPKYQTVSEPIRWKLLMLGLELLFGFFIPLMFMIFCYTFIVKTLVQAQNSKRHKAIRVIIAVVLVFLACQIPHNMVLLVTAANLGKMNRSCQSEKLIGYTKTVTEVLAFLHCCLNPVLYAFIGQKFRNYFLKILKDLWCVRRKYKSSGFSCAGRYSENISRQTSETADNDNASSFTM
CXCR6 inh: inhibitors of human CXCR6 receptor; O00574; CHO-K1 PathHunter CXCR6 beta-arrestin, luminescence; inhibition, % at 20 µM; 0.36% of 360,000 active; in the data active = inhibition above about 34%, passing the limit was not always enough;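 also: antagonist mode with CXCL16 agonist at 10 nM final; 0% = 10 nM CXCL16 with DMSO and 100% = unstimulated wells without agonist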
EBI2 block: antagonists of human EBI2 receptor. inhibition, % at 5 µM. EBI2 beta-arrestin recruitment, luminescence, 7a,25-OHC stimulated. P32249. 0.81% of 360,000 active; in the data active = inhibition above about 38%;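 also: enzyme fragment complementation signal reports receptor beta-arrestin coupling in cells; 0% = agonist plus DMSO wells and 100% = wells without agonist; some results beyond the cut were filed as inactive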
Target sequence (P32249 whole entry, looked up, the tested form may be a part): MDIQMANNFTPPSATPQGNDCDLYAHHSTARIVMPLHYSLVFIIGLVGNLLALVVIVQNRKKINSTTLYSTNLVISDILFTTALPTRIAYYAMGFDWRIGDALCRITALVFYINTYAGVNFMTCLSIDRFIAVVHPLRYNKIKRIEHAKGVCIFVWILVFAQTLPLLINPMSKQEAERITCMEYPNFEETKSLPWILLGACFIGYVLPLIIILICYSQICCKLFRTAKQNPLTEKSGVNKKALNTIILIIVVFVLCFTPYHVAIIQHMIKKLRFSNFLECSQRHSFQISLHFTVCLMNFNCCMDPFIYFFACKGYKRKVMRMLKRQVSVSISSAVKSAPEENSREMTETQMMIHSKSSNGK
MPTP inh: blocks calcium-induced mitochondrial swelling; 1.4% of 360,000 active; inhibition, % at 10 µM; isolated mouse mitochondria, Ca2+ swelling absorbance, 30 min;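 active = inhibition of 50% or more, scaled per plate between neutral and stimulator controls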;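 also: 0% = DMSO wells given calcium and 100% = 1 mM EGTA wells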
Gli-Sufu block: antagonists of Gli-Sufu signaling. Sufu-KO-LIGHT fibroblasts, Gli luciferase reporter luminescence. inhibition, % at 5 µM. 0.74% of 340,000 active. AID 588413;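 active = inhibition above about 55%, limit read from the data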;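 also: 0% = DMSO-treated cells and 100% = wells with medium but no cells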
A3G deaminase: blocks human APOBEC3G single-stranded DNA deamination. 0.28% of 330,000 active. inhibition, % at 20 µM. recombinant A3G, ssDNA deamination FAM/TAMRA fluorescence. AID 493012. Q9HC16;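 active = inhibition of at least 40% at 20 µM, with no more than 30% in the related APOBEC3A deaminase screen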;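 also: plate controls were DMSO wells with A3G for no effect and wells lacking A3G enzyme for full effect; some compounds called inactive have numbers as strong as hits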
Target sequence (Q9HC16 whole entry, looked up): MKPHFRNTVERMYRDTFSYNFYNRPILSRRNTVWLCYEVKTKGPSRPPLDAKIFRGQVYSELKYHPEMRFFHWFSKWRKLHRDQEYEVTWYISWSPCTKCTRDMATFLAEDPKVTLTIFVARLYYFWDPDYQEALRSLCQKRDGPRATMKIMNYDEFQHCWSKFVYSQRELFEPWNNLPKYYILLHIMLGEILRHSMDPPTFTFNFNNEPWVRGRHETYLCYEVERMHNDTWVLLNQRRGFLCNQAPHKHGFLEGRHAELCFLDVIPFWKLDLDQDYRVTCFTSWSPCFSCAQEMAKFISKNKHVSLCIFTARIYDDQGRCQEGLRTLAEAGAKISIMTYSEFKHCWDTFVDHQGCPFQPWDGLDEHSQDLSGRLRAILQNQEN
APOBEC3A inh: inhibitors of human APOBEC3A DNA deaminase | inhibition, % at 20 µM | 0.41% of 330,000 active | AID 493011 | recombinant A3A, FAM/TAMRA ssDNA deamination fluorescence | P31941;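 active = at least 40% inhibition at 20 µM here, with at most 30% in a related deaminase screen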;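 also: plate controls were A3A with DMSO for no effect and wells lacking A3A enzyme for full effect; some results filed as inactive read as strong as hits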
An asterisk follows results filed as active; nt = no result given.

SMILES | NR3A LBD binder | CCR6 antag | CXCR6 inh | EBI2 block | MPTP inh | Gli-Sufu block | A3G deaminase | APOBEC3A inh
Cn1c(SCc2c(Cl)cccc2Cl)nc(C(F)(F)F)cc1=O | 4 | 1 | -6 | 12 | 13 | 2 | 6 | 1
COc1ccc(S(=O)(=O)N2CCCC(C(=O)NCc3ccccc3)C2)cc1 (centres undefined) | -1 | 9 | 4 | 13 | -1.1 | 1 | -5 | 0
Cc1ccc(C(=O)N(Cc2ccc3c(c2)OCO3)Cc2nc3ccccc3c(=O)[nH]2)cc1 | -4 | 13 | 2 | 0 | 0.7 | -9 | 0 | -3
CC(=O)NC(Cc1c[nH]c2ccccc12)C(=O)OCC(=O)N1CCCCCC1 (centres undefined) | 0 | 6 | -1 | -12 | -3.3 | -7 | -6 | 1
CC(C)C[C@@H](CO)N1CCNCCC1=O | -2 | -1 | -6 | 3 | -1.9 | -4 | -3 | 2
Cc1ccccc1N(C(=O)c1snc(C(N)=O)c1N)C(C(=O)NC1CCCC1)c1ccco1 (centres undefined) | -1 | 17 | 12 | 4 | -1.0 | -26 | -8 | -2
COc1ccc(CNC(=O)CCCn2nc([N+](=O)[O-])cc2C)cc1 | -1 | 8 | -4 | -17 | -0.3 | 9 | 1 | 8
CC1CN(C(=O)c2cc(S(=O)(=O)N3CCCC3)c(Cl)cc2Cl)CC(C)O1 (centres undefined) | nt | 5 | 5 | -16 | -0.6 | -1 | -5 | -2
S=c1[nH]nc(-c2cccs2)n1C1CCCCC1 | 0 | 2 | -5 | 4 | 6.8 | 2 | 45* | -8
CCOC(=O)c1cnc(N2CCOCC2)[nH]c1=O | -1 | -1 | 1 | -14 | 0.8 | 5 | -4 | -2
Nc1nc(NCCCN2CCOCC2)nc(Nc2cccc(F)c2)c1[N+](=O)[O-] | 0 | 12 | 10 | -20 | -2.3 | -5 | -3 | 0
N#Cc1c(N)nc2c(c1N)CC(CO)O2 (centres undefined) | -1 | 7 | 2 | -2 | 3.2 | -4 | 5 | 2
COc1ccc2c(c1)[C@H]1[C@H](CO2)[C@H](c2ccccc2)[C@]2(C)C(=O)Nc3cc(OC)c(OC)cc3C(=O)N12 | -1 | 3 | 6 | 8 | -0.9 | 5 | -10 | -3
COC(=O)CSc1nnc(COc2ccc([N+](=O)[O-])cc2)n1C | 0 | 8 | 2 | -5 | -1.0 | -4 | -11 | -1
CC(C)(C)c1ccc(C(=O)Nc2nnc(Cc3c[nH]c4ccccc34)s2)cc1 | 26* | -11 | -9 | -6 | 7.6 | 3 | -10 | -7
COc1ccc(NC(=S)Nc2ccc(OC)cc2OC)c(OC)c1 | 0 | 2 | 1 | -2 | -0.2 | -5 | 3 | 1
CC(C)(OC(=O)c1ccc(C(F)(F)F)cc1)c1cc2ccccc2c(=O)o1 | 0 | 13 | -2 | 0 | 3.5 | -2 | -9 | 1
CC(OC(=O)c1ccc(NC(=O)CC#N)cc1)C(=O)NC(c1ccccc1)c1ccccc1 (centres undefined) | 0 | -8 | 4 | 4 | 0.7 | -2 | -6 | 2
Cc1cccc(N(C)C(=O)CN(C)S(=O)(=O)c2ccc3c(c2)c(=O)n(C)c(=O)n3C)c1 | 4 | 11 | 8 | 5 | 0.3 | 40 | 16 | 3
Cc1ccc(-c2nnn(CC(=O)NCC3COCCO3)n2)o1 (centres undefined) | 0 | 12 | -2 | -13 | -1.3 | -6 | -1 | 1

4 entries from above, as labelled records.
S=c1[nH]nc(-c2cccs2)n1C1CCCCC1
  NR3A LBD binder = 0 | CCR6 antag = 2 | CXCR6 inh = -5 | EBI2 block = 4 | MPTP inh = 6.8 | Gli-Sufu block = 2 | A3G deaminase = 45* | APOBEC3A inh = -8

CCOC(=O)c1cnc(N2CCOCC2)[nH]c1=O
  NR3A LBD binder = -1 | CCR6 antag = -1 | CXCR6 inh = 1 | EBI2 block = -14 | MPTP inh = 0.8 | Gli-Sufu block = 5 | A3G deaminase = -4 | APOBEC3A inh = -2

Nc1nc(NCCCN2CCOCC2)nc(Nc2cccc(F)c2)c1[N+](=O)[O-]
  NR3A LBD binder = 0 | CCR6 antag = 12 | CXCR6 inh = 10 | EBI2 block = -20 | MPTP inh = -2.3 | Gli-Sufu block = -5 | A3G deaminase = -3 | APOBEC3A inh = 0

N#Cc1c(N)nc2c(c1N)CC(CO)O2 (centres undefined)
  NR3A LBD binder = -1 | CCR6 antag = 7 | CXCR6 inh = 2 | EBI2 block = -2 | MPTP inh = 3.2 | Gli-Sufu block = -4 | A3G deaminase = 5 | APOBEC3A inh = 2

Next section.
SMILES | NR3A LBD binder | CCR6 antag | CXCR6 inh | EBI2 block | MPTP inh | Gli-Sufu block | A3G deaminase | APOBEC3A inh
Cc1ccc(C)c(NC(=S)NC(C)C(c2cccs2)N2CCOCC2)c1 (centres undefined) | -3 | 1 | 4 | -1 | 0.2 | 11 | -2 | -3
Cn1c(SCC(=O)NCc2ccc3c(c2)OCO3)nc2scc(-c3cccs3)c2c1=O | 0 | 8 | -2 | 1 | 2.5 | 11 | 0 | -1
COc1cccc(/C=N/NC(=O)CNC(=O)COc2ccccc2)c1O | -1 | -5 | -9 | 5 | 0.2 | 5 | -6 | 0
Cc1cc(Cl)c(S(=O)(=O)Nc2ccc3c(c2)OCO3)cc1OCC(=O)NC1CCCCC1 | -14 | 1 | 2 | 10 | 8.6 | 7 | -7 | 2
COC1CCCCC1Nc1cccc(SC)c1 (centres undefined) | nt | 12 | 3 | -1 | 0.8 | -4 | -2 | 0
CC(C)CCNC(=O)c1ccc(CSCc2cccc(F)c2)o1 | 1 | 5 | 7 | 3 | 1.3 | -14 | -7 | -2
CCOC(=O)C1=C(C)NC(C)=C(C(=O)OCC)C1C(=O)OCC(=O)NC1CCCCC1 | 0 | 3 | -8 | 2 | 0.4 | 16 | -6 | 0
CCN1CCN(CC(=O)Nc2cccc(C)c2C)C(=O)C1=O | 0 | 1 | -3 | -6 | -1.5 | 8 | -5 | -1
COc1cc(CN(C(=O)c2ccco2)c2ccc(C)cc2)ccc1O | -2 | 2 | 2 | -11 | -2.8 | 0 | -3 | 1
Cn1c(CCc2nc3ccccc3[nH]2)nnc1SCC#N | -2 | 3 | -10 | -7 | -2.1 | -2 | -5 | -4
C[C@H](NC(=O)c1nc[nH]c1C(=O)NCc1ccccc1)C(=O)OC(C)(C)C | -1 | 6 | 3 | -3 | 3.5 | -6 | 3 | 1
O=C(OCc1nc2ccccc2s1)c1ccc(Br)s1 | 0 | -6 | 4 | -2 | -2.2 | -1 | -6 | 1
COc1ccc(C2=Nn3c(C)nnc3SC2)cc1 | 0 | 17 | -4 | -4 | 0.2 | 4 | -3 | -7
CC(=O)NN1C(=O)c2ccc3c4c(ccc(c24)C1=O)C(=O)N(NC(C)=O)C3=O | -3 | -13 | -19 | -26 | -0.9 | 20 | -2 | -5
CC(=O)Nc1nnc(CCN2CCCCC2)s1 | 0 | -9 | -7 | -11 | 0.1 | 5 | -1 | 0
Cc1ccc(-c2noc(C3CCCN(C(=O)c4cccc(Cl)c4)C3)n2)o1 (centres undefined) | -1 | 22 | 4 | 0 | 0.4 | -43 | -1 | 0
Cn1c(=O)c2sccc2n2c(CCCC(=O)NCc3ccco3)nnc12 | 2 | -11 | 0 | -9 | 0.4 | -9 | -6 | -2
CCC(C)/C(C)=N/NC(=O)c1cn(-c2ccccc2)nc1-c1ccccc1 (centres undefined) | 0 | 17 | -14 | -11 | 3.9 | -7 | -7 | 0
CC/C(=N\NC(=O)c1ccc2c(c1)OCO2)C12CC3CC(CC(C3)C1)C2 | 1 | -15 | -5 | -5 | 0.8 | -2 | -2 | 3
O=S(=O)(c1ccccc1)N1CCC2(CC1)OCCO2 | -5 | -5 | 4 | -10 | 0.8 | 1 | 0 | 1
Cc1ccc(Nc2nc3c(s2)CCC3)c(C)c1 | 1 | 14 | 7 | 5 | 1.8 | 0 | -1 | -5
COc1ccc(/C=N\NC(=O)c2ccccc2OC)cc1COc1c(F)c(F)c(F)c(F)c1F | -4 | 3 | 6 | 6 | -0.3 | -10 | -6 | -3
O=C(NCC(c1ccc(F)cc1)N1CCOCC1)c1nn(-c2ccccc2)c(=O)c2ccccc12 (centres undefined) | -1 | 18 | 8 | 8 | -0.6 | 9 | 5 | 1
Cc1cc(C(=O)COc2cccc([N+](=O)[O-])c2)c(C)n1C1CC1 | 3 | 21 | 2 | -4 | 0.6 | -69 | -9 | -4
Cc1cccc(N2CC(C(=O)Nc3ccc(S(=O)(=O)NCC4CCCO4)cc3)CC2=O)c1C (centres undefined) | -1 | -1 | 14 | -12 | -2.2 | -8 | -7 | -3
COC(=O)C1CCN(C(=O)c2ccc(SC)cc2OC)CC1 | 0 | -3 | 1 | 8 | -0.7 | 14 | 0 | -1
CCN(CC#CCC1(O)c2ccccc2-c2ccccc21)C(C)C | 5 | 5 | 1 | -6 | 0.8 | 2 | -6 | -5
Cc1cc(C)nc(N/N=C/c2ccccc2Cl)n1 | 0 | 9 | 0 | -15 | 1.2 | -13 | -3 | 0
COCCN(C(=O)c1csnn1)C(C(=O)NC1CCCCC1)c1ccc(C)cc1 (centres undefined) | -2 | 18 | 6 | 5 | -1.1 | 2 | -9 | -3
COc1ccc(C(=O)CCC(=O)N2CCN(c3ccccc3)CC2)cc1 | -3 | 6 | -6 | 3 | 0.2 | -19 | -2 | 0
CCOCCn1c(SCCc2ccccc2)nc2c1c(=O)[nH]c(=O)n2C | -4 | 5 | 7 | 2 | -0.1 | 4 | -7 | -9
CN(C)CCNC(=O)c1cccc2nc3c(ccc4ccccc43)nc12 | 2 | 26 | 0 | -3 | 0.4 | 34 | nt | nt
COCCCn1c(C(=O)NC2CCCCC2C)cc2c(=O)n3cccc(C)c3nc21 (centres undefined) | 3 | 8 | 3 | 12 | -1.1 | 22 | -4 | -1
COc1cccc(-c2cccc(NC(=O)C3CCN(Cc4ccon4)CC3)c2)c1 | 0 | -2 | 0 | 0 | -1.1 | -4 | -8 | -4
C=CCNC(=S)N/N=C/c1ccc(N(CC)Cc2ccccc2)cc1 | 0 | 29 | 10 | 33 | 3.0 | 10 | 0 | 2
Cc1ccc(NC(=O)CSCC(=O)N(C)CC(=O)Nc2ccccc2C(F)(F)F)cc1 | 6 | 11 | 0 | -10 | 3.0 | -2 | 0 | -1
CCOc1ccc2ccccc2c1C(=O)NCC(c1ccc(N(C)C)cc1)N(C)C (centres undefined) | 2 | 13 | 1 | 2 | 1.6 | 28 | -6 | -6
CCCCCNC(=O)C1c2ccccc2Oc2ccccc21 | 3 | 3 | -9 | -8 | 0.0 | 7 | -10 | -2
CCC(=O)c1ccc(OCC(=O)N(C)CC(=O)Nc2cccc(F)c2)cc1 | -4 | 9 | 7 | 12 | -2.2 | -18 | -4 | 5
CCOC(=O)c1ccc(N2C(=O)CC(Sc3nnc(C)s3)C2=O)cc1 (centres undefined) | 0 | 5 | 1 | -1 | -4.5 | 1 | 22 | -5
Cc1ccc(C)c(C(=O)COC(=O)c2cc([N+](=O)[O-])ccc2N2CCOCC2)c1 | 0 | 17 | -2 | 21 | -1.1 | 9 | -6 | 3
Cc1cc(SCC(=O)N(C)C2CCS(=O)(=O)C2)nc2c(C)cccc12 (centres undefined) | -2 | -7 | -2 | -8 | 1.0 | 12 | -11 | 0
NC(=O)CC(NC(=O)c1ccccc1)c1ccc(NCCc2cccc(F)c2)c([N+](=O)[O-])c1 (centres undefined) | -12 | 19 | 19 | 11 | -2.4 | 21 | 4 | 9
CN(CC(=O)N1CCN(C2CCCCC2)CC1)S(=O)(=O)c1cccc2nsnc12 | 1 | -5 | -2 | 3 | -0.6 | 4 | -1 | 1
Cc1nc(N)sc1-c1csc(Nc2ccccc2)n1 | -6 | 14 | 0 | 6 | -4.0 | -18 | 3 | 3
O=C(Nc1ccc(Oc2ccccc2)cc1)c1cnc2n(c1=O)CCS2 | 0 | 7 | 9 | 6 | 92* | 41 | -9 | -4
N/C(=N\OC(=O)Cc1ccccc1[N+](=O)[O-])c1cccc(Br)c1 | 2 | 2 | -18 | 5 | 0.9 | -5 | 0 | 4
CCc1noc(C)c1C(=O)Nc1nnc(CC(C)C)s1 | 1 | -3 | -1 | -13 | 1.3 | 5 | 0 | 5
CCc1cc2cc3c(cc2nc1SCC(=O)N1CCN(C(=O)c2ccco2)CC1)OCO3 | -2 | -3 | -2 | -6 | -1.1 | 12 | -8 | -2
